Screening data as filed in PubChem.
Nrf2 inh: inhibitors of Nrf2 signaling | 360,000 tested, 2.1% active | Potency, µM (titrated, usually from 46 µM), without a hit: at the top dose activity change, negative = inhibition, most hits filed as inhibitors | A549 ARE-Fluc reporter, luciferase luminescence, 18-24 h | AID 504444; further: on the % scale 0 is the no-effect control and ±100 the full control effect; nearly all actives have a fitted effect of over 60% in size
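Reporter: ARE-Fluc in A549. Exposure: 18-24 h, 37 °C, 5% CO2, 5% FBS OPTI-MEM. Readouts: fluorescent cytotoxicity (CellTiter-Fluor), then luminescent Nrf2 signal after BugLite.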
TGFb SMAD3 inh: inhibitors of TGF-b signaling | Potency, µM (top dose mostly 46.1 µM), for the others: top-dose activity, negative = inhibition, usual class: inhibitors | HepG2 CAGA-GFP TGF-b/SMAD3 reporter, GFP fluorescence, 18 h; TGF-beta stimulated, 500 pg/mL final | 410,000 tested, 1.2% active; further: on the % scale 0 is the no-effect control and ±100 the full control effect; nearly all actives have a fitted effect of over 65% in size
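Smad-responsive CAGA-GFP expression was quantified in HEPG2 cells exposed to compounds and 500 pg/mL final TGF-beta for 18 h at 37 degrees C; unstimulated wells defined full inhibition.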
EPAC2 antagonist: EPAC2 (human) antagonism | Q8WZA2 | EPAC2 GEF exchange of Rap1B-BODIPY-GDP, fluorescence | Potency, µM (titrated, usually from 114 µM), for the others: top-dose activity, negative = inhibition, hits mostly inhibitors | 360,000 tested, 0.18% active; further: on the % scale 0 is the no-effect control and ±100 the full control effect; nearly all actives have a fitted effect of over 45% in size; many of its hits are not listed in these tables
Target sequence (Q8WZA2 whole entry, looked up): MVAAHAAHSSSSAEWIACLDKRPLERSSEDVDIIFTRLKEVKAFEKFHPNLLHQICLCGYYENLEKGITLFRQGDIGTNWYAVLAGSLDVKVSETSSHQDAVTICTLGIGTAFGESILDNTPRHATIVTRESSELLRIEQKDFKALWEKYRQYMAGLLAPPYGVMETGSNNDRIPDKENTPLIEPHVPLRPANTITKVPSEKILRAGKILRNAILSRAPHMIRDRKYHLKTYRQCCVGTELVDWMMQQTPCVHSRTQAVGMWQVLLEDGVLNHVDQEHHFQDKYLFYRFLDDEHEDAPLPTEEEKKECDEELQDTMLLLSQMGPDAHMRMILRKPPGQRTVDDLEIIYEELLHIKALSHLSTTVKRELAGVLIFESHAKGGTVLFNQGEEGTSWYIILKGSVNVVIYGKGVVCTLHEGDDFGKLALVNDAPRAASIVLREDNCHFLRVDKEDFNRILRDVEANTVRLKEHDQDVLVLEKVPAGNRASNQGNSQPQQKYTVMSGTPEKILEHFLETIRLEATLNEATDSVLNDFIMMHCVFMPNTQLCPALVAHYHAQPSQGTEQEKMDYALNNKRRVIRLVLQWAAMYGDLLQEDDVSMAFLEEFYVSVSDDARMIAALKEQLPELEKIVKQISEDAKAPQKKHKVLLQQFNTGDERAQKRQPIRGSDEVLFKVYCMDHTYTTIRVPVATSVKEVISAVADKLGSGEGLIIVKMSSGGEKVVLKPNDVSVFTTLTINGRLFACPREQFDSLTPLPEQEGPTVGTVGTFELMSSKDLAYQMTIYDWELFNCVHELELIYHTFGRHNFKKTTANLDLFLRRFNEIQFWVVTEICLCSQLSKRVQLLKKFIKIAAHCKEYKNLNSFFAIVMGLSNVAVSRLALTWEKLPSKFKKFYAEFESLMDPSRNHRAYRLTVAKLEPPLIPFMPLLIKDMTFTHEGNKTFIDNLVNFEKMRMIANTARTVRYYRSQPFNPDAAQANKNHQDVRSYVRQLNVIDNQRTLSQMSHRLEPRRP
MCF10A rerep: DNA re-replication induction in MCF 10a cells; MCF 10A DNA re-replication, Hoechst nuclear intensity, 48 h; Potency, µM (highest dose often 46.1 µM), for inactives: top-dose activity, positive = re-replication, most hits filed as activators; 350,000 tested, 2.9% active; further: % of control where 0% means no effect; nearly all actives have a fitted effect of over 50% in size
Nrf2 activator: activators of Nrf2 (ARE) signaling; AREc32 ARE-luciferase reporter (MCF7-derived line), luminescence, 24 h; Potency, µM (top dose mostly 46.1 µM), without a hit: top-dose activation, actives largely listed as activators; 410,000 tested, 0.31% active; AID 624171; further: % of control where 0% means no effect; nearly all actives have a fitted effect of over 65% in size
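Nrf2 activation is followed as ARE-luciferase induction in the AREc32 line after one day of compound treatment; luminescence is read with Steady-Glo.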
S2 tox: reduces viability in counter-screen for ATXN expression inhibitors; 400,000 tested, 0.49% active; Potency, µM (series often up to 56.7 µM), usual class: cytotoxic; S2 cells (HEK-293 line with an ATXN2-luciferase reporter) viability, CellTiter-Fluor protease fluorescence, 24 h; further: nearly all actives have a fitted effect of over 40% in size
HepG2 viability: kills HepG2 cells in TGF-b inhibitor counter-screen | HepG2 CAGA-GFP viability, ATP luminescence, 18 h | Potency, µM (highest dose often 46.1 µM), without a hit: at the highest dose activity change, negative = cytotoxicity, usual class: cytotoxic | 410,000 tested, 0.76% active; further: some results filed as inactive show a strong effect at the top dose
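HepG2 CAGA-GFP cells (1000/well, DMEM with 1% FBS) received compound, then TGF-beta at 500 pg/mL final, and were incubated 18 hours at 37 degrees C. Viability was read by CellTiter-Glo luminescence. Media-only wells were set as complete cell-killing and DMSO as no toxicity.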
A549 viability: kills or reduces viability of A549 cells in Nrf2 counter-screen | A549 ARE-Fluc cells, CellTiter-Fluor viability, 18-24 h | 390,000 tested, 0.16% active | Potency, µM (doses to about 46 µM), for the others: top-dose activity change, negative = cytotoxicity, hits mostly inhibitors; further: on the % scale 0 is the no-effect control and ±100 the full control effect
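Cytotoxicity counterscreen: CellTiter-Fluor fluorescence was measured in A549 ARE_Fluc cells after 18-24 h of compound exposure in a concentration series. The subsequent BugLite luminescent read reports ARE-luciferase activity.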
ATXN2 expr inh: reduces ATXN2 reporter expression in HEK-293 cells | HEK-293 ATXN2-luciferase reporter, luminescence, 24 h | 360,000 tested, 0.72% active | Potency, µM (doses to about 57 µM), for the others: top-dose activity change, negative = inhibition, usual class: inhibitors; further: on the % scale 0 is the no-effect control and ±100 the full control effect; nearly all actives have a fitted effect of over 55% in size
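qHTS (up to 57 uM final) was run with 24 h compound exposure of reporter cells at 37 °C. Each well was multiplexed: SteadyGlo luminescence measured ATXN2-luciferase expression after a fluorogenic Gly-Phe-AFC viability readout (25 uM final).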
* hit, by the source's call; i = inactive; ? = inconclusive; . = not tested or not shown; [ ] = dose if it differs, or a comment. The call rests on the fitted dose curve; in most records, active means well fitted curve in the direction sought with a large enough effect; inconclusive means small, poorly fitted or top-dose-only effect, or another doubt; inactive means no such curve, though single readings can be large; an effect the other way counts as inactive or inconclusive. Potency means the concentration at half of the fitted maximal effect.

Results follow in this order: Nrf2 inh, TGFb SMAD3 inh, EPAC2 antagonist, MCF10A rerep, Nrf2 activator, S2 tox, HepG2 viability, A549 viability, ATXN2 expr inh
> Cc1ccc(C(c2c(C)[nH][nH]c2=O)c2c(C)[nH][nH]c2=O)cc1[N+](=O)[O-]
  3%, 1%, 17%, -3%, 0.0%, i, -4%, 0%, -15%
> CCOC(=O)N1CCN(C(=O)c2cc(COc3c(F)cccc3F)on2)CC1
  ?, 6%, 17%, 1%, 2.8%, i, 15%, -8%, 66%[activator]
> Cc1cccnc1NC(=O)Nc1cccc2ccccc12
  22%, ?, ?, 29%, ?, ?, -1%, -5%, 1%
> CS(=O)(=O)N(Cc1nnc(-c2cccs2)o1)c1ccc(Cl)cc1F
  12%, -5%, 0%, -20%, -0.6%, i, 7%, 0%, 5%
> Cc1ccc2c(c1)cc(C(=O)Nc1ccc(F)cc1F)n2C
  25%, -5%, ., ., 6.7%, i, 6%, -5%, 1%
> COc1ccc(OC)c(S(=O)(=O)n2ccc(C)n2)c1
  1%, 1%, 6%, -1%, 0.4%, i, -12%, 2%, 2%
> CCCN(C(=O)C(NC(=O)c1ccccc1)C(C)C)c1c(N)n(Cc2ccccc2)c(=O)[nH]c1=O (configuration not stated)
  5%, -4%, 6%, 0%, -0.8%, i, -1%, 6%, 5%
> NS(=O)(=O)c1ccc(CCNS(=O)(=O)c2cccc(C(=O)O)c2)cc1
  10%, 4%, 5%, 0%, -3.4%, i, 5%, -2%, 8%
> Cc1cccc(NC(=S)NC2CC3CCCC(C2)N3CC(C)C)c1 (configuration not stated)
  ?, ?, 3%, 1%, 0.1%, i, -6%, 2%, 9%
> Cc1cccc(C(=O)N[C@H](C(=O)Nc2ccc(S(=O)(=O)NC3=NCCCCC3)cc2)C(C)C)c1
  2%, 3%, -1%, 4%, -0.7%, ., 2%, -8%, -13%

Continuation:
Results follow in this order: Nrf2 inh, TGFb SMAD3 inh, EPAC2 antagonist, MCF10A rerep, Nrf2 activator, S2 tox, HepG2 viability, A549 viability, ATXN2 expr inh
> CCN(CC(=O)Nc1c(F)cccc1F)C(=O)c1cccc(S(=O)(=O)N2CCN(c3ccccc3)CC2)c1
  ?, -17%, -2%, -2%, -0.7%, i, -68%, -2%, -20%
> COc1ccccc1CNS(=O)(=O)c1ccc(F)c(C(=O)Nc2cc(Cl)ccc2OC)c1
  ., ?, ., ., 14%, ., -7%, 6%, .
> O=c1[nH]cc(NCCNc2ncc(C(F)(F)F)cc2Cl)c(=O)[nH]1
  ?, 1%, 4%, 0%, 0.0%, i, -1%, 6%, .
> CC(C)c1cc(CNC(=O)CCc2nnc(CCCc3ccccc3)o2)on1
  13%, -7%, 3%[57.1 µM], -4%, 4.7%, i, -6%, -3%, .
> O=C1NC[C@H](Cc2ccccc2)N(C[C@@H]2CCCN2C[C@H](Cc2ccc(O)cc2)N2C[C@H](Cc3ccccc3)N(CCc3ccccc3)C(=O)C2=O)C1=O
  ., ., -12%, ., -0.9%, ?, ., ., 14%
> COCCNC(=O)c1cccc(OC2CCN(C(C)COc3ccccc3)CC2)c1 (configuration not stated)
  21%, ?, 3%, 1.8µM*, -0.5%, i, -23%, -5%, -29%
> Cc1ccc2cc3c(NC(=O)c4ccco4)nn(C)c3nc2c1
  ?, -3%, 0%, 18µM*, 3.2µM*, i, -10%, 2%, -18%
> CCOc1ccc(CNC(=O)CSc2cc(=O)n(CC)c3ccccc23)cc1
  11%, 6%, ., ., -0.1%, ?, -16%, 2%, 4%
> Cc1cccc(C(=O)N(Cc2ccco2)c2c(N)n(Cc3ccccc3)c(=O)[nH]c2=O)c1
  8%, 4%, 11%, -8%, -0.1%, i, 3%, -2%, -2%
> CCC(=O)N(CCC1(C(C)C)CCOC(C)(C)C1)Cc1ccco1 (configuration not stated)
  4%, -2%, 1%, -105%[0.0737 µM], 1.6%, i, 3%, -10%, -1%

Further records:
Results follow in this order: Nrf2 inh, TGFb SMAD3 inh, EPAC2 antagonist, MCF10A rerep, Nrf2 activator, S2 tox, HepG2 viability, A549 viability, ATXN2 expr inh
> COc1ccc(NC(=O)NNC(=O)COc2ccc3ccccc3c2)cc1
  5%, 10%, -2%, -2%, -0.1%, i, 2%, 0%, 7%
> COc1cccc(C(=O)Nc2cc(-c3ccccc3)no2)c1
  ?, -1%, ., ., 17%, i, -22%, 12%, 13%
> Cc1ccc(C)c(NC(=O)Cn2cc(S(=O)(=O)N3CCCC3)c(S(=O)(=O)N3CCCC3)c2)c1
  ?, -13%, ., ., -0.1%, i, 6%, 6%, 7%
> Cc1ccc(Sc2ccc(/C=N/O)cc2[N+](=O)[O-])cc1
  ?, ?, -20%, 21µM*, 1.5%, i, -91%, -17%, -6%
> CCOC(=O)C1(C)CCCN(C(=O)c2ccc(OC)c(OC)c2)C1 (configuration not stated)
  ., 24%, 17%, ., -0.9%, i, 1%, ., 6%
> N#Cc1ccc2sn(-c3ccccc3)c(=O)c2c1
  ., ?, 5%, ., 9.7%, ., -40%, ., ?
> CCOC(=O)Cn1c(O)c(N=NC(=O)CNC(=O)Cc2ccccc2)c2ccccc21
  3%, -19%, 5%, -8%, 0.6%, i, -2%, 3%, -9%
> COC1CC(N)C2OC(c3ccccc3)OCC2O1 (configuration not stated)
  ., 0%, -3%, ., -0.3%, i, -60%, ., .
> Cn1c(SCC(=O)NCCC2=CCCCC2)nnc1C(F)(F)F
  ., -15%, -11%, ., 2.4%, i, -29%, ., .
> CC(C)(C)c1nnc2sc(SC/C(O)=C(\C#N)c3nc4ccccc4[nH]3)nn2c1=O
  ?, 0%, -1%, -1%, 2.4%, i, -2%, 2%, 3%

Additional entries follow.
Results follow in this order: Nrf2 inh, TGFb SMAD3 inh, EPAC2 antagonist, MCF10A rerep, Nrf2 activator, S2 tox, HepG2 viability, A549 viability, ATXN2 expr inh
> CCCCOc1ccc(C(O)(CC)CCN2CCOCC2)cc1 (configuration not stated)
  -13%, -19%, 1%, -8%, -0.3%, i, -30%, ?, -1%
> COc1ccc(CC(=O)c2ccc(OC)c(OC)c2C)cc1OC
  ?, ?, -4%, 0%, 0.2%, ?, 1%, -4%, 3%
> CNC(=S)N/N=C/c1ccc(OCC(=O)Nc2c(C)cc(C)cc2C)c(OC)c1
  -3%, -42%, 4%, ?, -0.2%, i, -13%, 8%, 2%
> c1ccc(CNc2ncnc3c2oc2ccccc23)nc1
  ?, ?, -3%[57.1 µM], 6%, 5.2%, i, -6%, 12%, 47%[activator]
> COc1ccc(Cn2c(-c3ccc(OC)cc3)n[nH]c2=S)cc1
  -16%, 1%, -18%, 3%, 1.3%, i, -10%, 1%, 15%
> O=C(CSc1nnc(-c2cccs2)o1)Nc1cccc(C(F)(F)F)c1
  13%, 3%, ., ., 3.4%, i, -26%, 1%, 12%
> COc1cc(S(=O)(=O)Nc2ccccc2C)ccc1Cl
  ., -3%, 28µM*, 1%, -0.3%, i, 2%, 5%, 3%
> O=C(Nc1nonc1NC(=O)c1cccs1)c1cccs1
  1.6µM*, ?, -4%, 3%[9.22 µM], 6.8%, ?, -17%, ?, ?
> COCCNC(=S)N/N=C/c1ccc2c(c1)OCCO2
  0%, -19%, 3%, 3%, 0.8%, ., -24%, 0%, .
> Cc1c(C(=O)Nc2cccc(S(=O)(=O)N3CCOCC3)c2)oc2ccc(Br)cc12
  ?, -6%, 11%, 1%, 0.0%, i, -4%, 1%, -17%

(next part)
Results follow in this order: Nrf2 inh, TGFb SMAD3 inh, EPAC2 antagonist, MCF10A rerep, Nrf2 activator, S2 tox, HepG2 viability, A549 viability, ATXN2 expr inh
> O=C(CCS(=O)(=O)c1ccc(Br)cc1)N1CCN(c2ccccc2)CC1
  ., ?, 8%, 0%, 0.5%, i, 7%, -2%, -2%
> CCN(C(=O)CN1CCC(C(=O)OC)CC1)c1c(N)n(Cc2ccccc2)c(=O)[nH]c1=O
  5%, -6%, 1%, 6%, -0.5%, i, 2%, -3%, 8%
> CCOc1ccc(C(=O)NCCc2csc(-c3cccc(C)c3)n2)cc1
  ., -22%, ., ., -0.8%, ., -27%, -1%, .
> Cc1ccccc1OCC1Cc2c(nc(N)c(C#N)c2N)O1 (configuration not stated)
  ?, 1%, 16%, -1%, 0.6%, i, 13%, 7%, 50%[activator]
> Cc1cc(C(=O)N2CCN(c3ccc(F)cc3)CC2)c2c(C)nn(-c3cccc(Cl)c3C)c2n1
  ?, -1%, ., ., -0.7%, i, 3%, 1%, 10%
> CN(CC(=O)Nc1ccc(F)c(F)c1F)C(=O)/C=C/c1ccc(Cl)cc1
  -16%, -13%, 6%, 0%, 0.0%[9.22 µM], i, -10%, 3%, -5%
> CCOC(=O)c1cc(C)sc1NC(=O)C1CCC1
  -7%, -17%, -6%, 4%, -0.3%, i, -19%, 11%, -4%
> CCOc1ccccc1CNC(=O)Cn1c(=O)oc2ccccc21
  13%, 1%, 5%, 0%, 3.2%, i, -10%, 2%, 0%
> Clc1nnc(N2CCCCC2)c2ccccc12
  16µM*, -4%, 8%, ?, -0.5%, i, 4%, 1%, 0%

Reformatted with each value named: part of the list above.
> CCN(C(=O)CN1CCC(C(=O)OC)CC1)c1c(N)n(Cc2ccccc2)c(=O)[nH]c1=O
- Nrf2 inh = 5%
- TGFb SMAD3 inh = -6%
- EPAC2 antagonist = 1%
- MCF10A rerep = 6%
- Nrf2 activator = -0.5%
- S2 tox = i
- HepG2 viability = 2%
- A549 viability = -3%
- ATXN2 expr inh = 8%

> CCOC(=O)c1cc(C)sc1NC(=O)C1CCC1
- Nrf2 inh = -7%
- TGFb SMAD3 inh = -17%
- EPAC2 antagonist = -6%
- MCF10A rerep = 4%
- Nrf2 activator = -0.3%
- S2 tox = i
- HepG2 viability = -19%
- A549 viability = 11%
- ATXN2 expr inh = -4%

> Cc1ccccc1OCC1Cc2c(nc(N)c(C#N)c2N)O1 (configuration not stated)
- Nrf2 inh = ?
- TGFb SMAD3 inh = 1%
- EPAC2 antagonist = 16%
- MCF10A rerep = -1%
- Nrf2 activator = 0.6%
- S2 tox = i
- HepG2 viability = 13%
- A549 viability = 7%
- ATXN2 expr inh = 50%[activator]

> Clc1nnc(N2CCCCC2)c2ccccc12
- Nrf2 inh = 16µM*
- TGFb SMAD3 inh = -4%
- EPAC2 antagonist = 8%
- MCF10A rerep = ?
- Nrf2 activator = -0.5%
- S2 tox = i
- HepG2 viability = 4%
- A549 viability = 1%
- ATXN2 expr inh = 0%

This is a subset; rates above refer to the full screens.
